Compound activity: PubChem BioAssay, several laboratories
APP 5'UTR act = APP 5'UTR luciferase reporter activation; SH-SY5Y APP 5'UTR luciferase reporter, luminescence; zero percent = DMSO vehicle wells; activation, % at 2 µM; 190,000 compounds, 1% hits;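 active means activation above a set limit, based on mean plus 3 SD of controls, cut at about 140% in these data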; further: values of inactives mirror those of a sister screen read the other way
NF-kB expr up = raises NF-kB expression in human neuronal cells; 190,000 compounds, 1.6% hits; AID 1239; NF-kB reporter expression; active compounds read high; fold change at 12.5 µM; in the data active means fold change above about 3.3
Diaphorase inh = counter-screen for diaphorase-based assays: diaphorase inhibitors and chemical oxidizers; inhibition, % at 20 µM; diaphorase resazurin-to-resorufin fluorescence, NADH, 16 min; bacterial (C. kluyveri) enzyme, not human; 190,000 compounds, 0.69% hits;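 active means primary screen inhibition at 20 µM above a set limit, cut at about 50% in these data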;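 further: plate controls were DMSO with full reaction for no effect and wells lacking NADH for full effect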
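System: Diaphorase enzyme from Clostridium kluyveri | Amount: Enzyme working solution with 0.14 U/mL diaphorase | Benchmarks: No-NADH positive control and DMSO neutral control | Signal: Fluorescence of resorufin formed from resazurin, Ex 544/Em 590 nm | Schedule: 16-min room-temperature incubation before reading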
Diaphorase act = activates diaphorase or chemically reduces, flagging diaphorase assay artifacts; Diaphorase/resazurin coupled assay, resorufin fluorescence, 16 min; active compounds read high; 1 = vehicle wells, 0 = NADH-free wells; 190,000 compounds, 0.005% hits; AID 1229; activation factor at 20 µM;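 active means diaphorase activity raised at least twofold by the compound at 20 µM; inactive means activation factor below 2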
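Material: purified diaphorase enzyme from Clostridium kluyveri / Medium: HEPES pH 7.4 buffer with MgCl2 and Tween 20 / Schedule: enzyme reaction of 16 min at room temperature / Measured by: resorufin fluorescence, excitation 544 nm, emission 590 nm / Evaluation: rise in resorufin formation, marking diaphorase activation or chemical reduction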
STAT1 activator = increases IFN-gamma driven STAT1 reporter signal | NIH 3T3 STAT1-luciferase reporter, luminescence; 100% = IFN-gamma alone, no compound | activation (% of control), % at 5.5 µM | 200,000 compounds, 2.6% hits;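 active means activation above the screen-wide mean activation plus 3 SD, cut at about 130% in these data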;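 further: raw ratio to IFN-gamma control signal so 100% means no change and 0% no light; values of inactives mirror those of a sister screen read the other way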
FLuc inhib CS = inhibits firefly luciferase, flagging false hits in luciferase inhibition screens; P08659; ATPLite firefly luciferase biochemical luminescence, 10 min; inhibition, % at 10 µM; 200,000 compounds, 1.5% hits; AID 1006;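 active means inhibition above about 50% when tested at 10 µM, limit read from the data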
Target sequence (P08659 whole entry, looked up): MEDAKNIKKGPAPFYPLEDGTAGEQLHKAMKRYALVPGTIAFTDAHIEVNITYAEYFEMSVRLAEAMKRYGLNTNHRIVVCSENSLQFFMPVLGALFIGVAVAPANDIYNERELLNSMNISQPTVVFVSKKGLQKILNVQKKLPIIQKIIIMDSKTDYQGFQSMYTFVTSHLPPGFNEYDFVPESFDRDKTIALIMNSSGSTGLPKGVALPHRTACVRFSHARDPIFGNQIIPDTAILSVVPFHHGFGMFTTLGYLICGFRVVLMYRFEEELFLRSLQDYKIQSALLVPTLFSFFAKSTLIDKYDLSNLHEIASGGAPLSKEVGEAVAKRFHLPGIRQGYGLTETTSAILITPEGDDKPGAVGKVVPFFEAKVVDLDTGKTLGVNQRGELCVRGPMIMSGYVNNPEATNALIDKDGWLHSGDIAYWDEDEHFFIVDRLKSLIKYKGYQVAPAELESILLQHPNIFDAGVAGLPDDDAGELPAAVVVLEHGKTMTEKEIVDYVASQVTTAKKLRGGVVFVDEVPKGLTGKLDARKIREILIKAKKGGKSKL
TLR4 MyD88 comp = blocks binding of human TLR4 to MyD88. O00206+Q99836. HeLa CL3-4 TLR4/MyD88 BLA complementation, FRET ratio. inhibition, % at 8.4 µM. 200,000 compounds, 0.18% hits; in the data active means inhibition above about 25%;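 further: 0% = vehicle and 100% = reference inhibitor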
APP 5UTR inh = APP translation inhibition; SH-SY5Y APP 5'UTR-luciferase reporter, luminescence; inhibition, % at 2 µM; AID 1285; 190,000 compounds, 0.82% hits;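 active means inhibition above a set limit, derived from the sample mean plus 3 SD, cut at about 45% in these data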; further: values of inactives mirror those of a sister screen read the other way
G6PDH counter = L. mesenteroides G6PDH inhibition counter-screen; Purified L. mesenteroides G6PDH, diaphorase/resazurin coupled fluorescence, 45 min; inhibition, % at 5 µM; 200,000 compounds, 0.12% hits; AID 1020; in the data active means inhibition above about 50%
FLuc act counter = firefly luciferase counter-screen for stimulation assays; ATPlite luciferase biochemical, luminescence, 10 min; 0 = ATP-free wells, 1 = DMSO control; P08659; 200,000 tested, under 10 active; activation factor at 10 µM;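 active means luciferase activation factor, scaled between plate controls, of at least 2 with compound at 10 µM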
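assay system = Luciferase/luciferin detection reagent, cell-free biochemical luciferase assay | also added = ATP substrate | times = 10 min post-reagent at room temperature | measured by = luminescence from luciferase reaction | measure = luciferase activation, seen as luminescence increase over controls | benchmarks = low control with PBS replacing ATP, high control enzyme plus ATP without compound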
Starred values were filed as active, the others as inactive; . = no result given.

SMILES | APP 5'UTR act | NF-kB expr up | Diaphorase inh | Diaphorase act | STAT1 activator | FLuc inhib CS | TLR4 MyD88 comp | APP 5UTR inh | G6PDH counter | FLuc act counter
N#Cc1cn(Cc2ccncc2)c(=O)[nH]c1=O | 8 | 1.3 | 2 | 1 | 111 | -6 | -9 | -8 | -3 | 1.1
N#C/C(=C\c1c(N2CCCCCC2)nc2ccccn2c1=O)C(=O)NC1CCS(=O)(=O)C1 (stereo not drawn) | 15 | 1.8 | 12 | 0.9 | 95 | -7 | -20 | -16 | 4 | 1.1
CCCn1c(CCC(=O)Nc2ccccc2Cc2ccccc2)nc2cc(S(=O)(=O)N3CCOCC3)ccc21 | 21 | 0.4 | 10 | 0.9 | 97 | -2 | 13 | -21 | 3 | 1
C/C(=N\Nc1ncc(Cl)cc1Cl)c1ccc(S(=O)(=O)NCc2ccco2)cc1 | 100 | 1.3 | 25 | 0.8 | 131* | 2 | 0 | -100 | 16 | 1
Cc1ccc(-c2csc(NC(=O)N3CCOCC3)n2)cc1 | 18 | 1.7 | 4 | 1 | 119 | -1 | 3 | -18 | 9 | 1
O=C(CSc1ccc2ccccc2n1)N1CCC(c2noc3ccc(F)cc23)CC1 | 24 | 0.9 | 24 | 0.8 | 104 | -9 | 2 | -24 | -1 | 1.1
CCOc1ccccc1C(=O)NN1C(=O)C2CCCCC2C1=O (stereo not drawn) | 16 | 0.96 | 3 | 1 | 93 | -4 | 3 | -16 | -5 | 1
COc1ccc(N2CCN(c3nc4c(c(=O)n(C)c(=O)n4C)n3Cc3ccccc3)CC2)cc1 | -11 | 0.51 | 17 | 0.8 | 77 | -9 | 6 | 11 | -3 | 1.1
COc1ccc(NC(=S)N(CCc2c(C)[nH]c3ccccc23)Cc2ccco2)cc1 | 11 | 1.3 | 18 | 0.8 | 100 | -13 | 6 | -11 | 10 | 1.1
c1ccc(C2=Nn3c(nnc3-c3cccnc3)SC2)cc1 | -5 | 1.1 | 14 | 0.9 | 100 | -4 | -3 | 5 | 6 | 1
COc1cccc(N2CC34C=CC(O3)C(C(=O)O)C4C2=O)c1 (stereo not drawn) | 2 | 0.77 | 4 | 1 | 106 | -5 | -1 | -2 | -2 | 1
O=C(O)CN1C2=NCCCN2c2ccccc21 | -6 | 1.1 | -14 | 1.1 | 105 | -3 | -2 | 6 | 11 | 1
Cn1c(=O)[nH]c(=O)c2c1nc(CN1CCN(c3ccccc3F)CC1)n2CCCc1ccccc1 | -10 | 1.1 | -3 | 1 | 106 | 0 | 8 | 10 | 0 | 1
CCOC(=O)N1CCN(c2c(NC3CCN(Cc4ccccc4)CC3)c(=O)c2=O)CC1 | -11 | 0.9 | 19 | 0.8 | 99 | -10 | 5 | 11 | 8 | 1.1
O=C(CN1CCOCC1)Nc1ccccc1-c1ccccc1 | -6 | 1.6 | 16 | 0.8 | 98 | -3 | -10 | 6 | 7 | 1

A different layout for four compounds above.
smiles,APP 5'UTR act,NF-kB expr up,Diaphorase inh,Diaphorase act,STAT1 activator,FLuc inhib CS,TLR4 MyD88 comp,APP 5UTR inh,G6PDH counter,FLuc act counter
N#C/C(=C\c1c(N2CCCCCC2)nc2ccccn2c1=O)C(=O)NC1CCS(=O)(=O)C1 (stereo not drawn),15,1.8,12,0.9,95,-7,-20,-16,4,1.1
CCOc1ccccc1C(=O)NN1C(=O)C2CCCCC2C1=O (stereo not drawn),16,0.96,3,1,93,-4,3,-16,-5,1
O=C(CN1CCOCC1)Nc1ccccc1-c1ccccc1,-6,1.6,16,0.8,98,-3,-10,6,7,1
c1ccc(C2=Nn3c(nnc3-c3cccnc3)SC2)cc1,-5,1.1,14,0.9,100,-4,-3,5,6,1

(further entries)
SMILES | APP 5'UTR act | NF-kB expr up | Diaphorase inh | Diaphorase act | STAT1 activator | FLuc inhib CS | TLR4 MyD88 comp | APP 5UTR inh | G6PDH counter | FLuc act counter
COc1cccc(COc2ccc3c(C)c(Cc4ccccc4)c(=O)oc3c2)c1 | -6 | . | . | . | 99 | . | 13 | 6 | . | .
C[n+]1ccccc1C1CCCC/C1=N\Nc1ccc([N+](=O)[O-])cc1[N+](=O)[O-] (stereo not drawn) | 10 | 1.1 | 33 | 0.7 | 95 | -6 | 3 | -10 | -30 | 1.1
CCS(=O)(=O)c1nc(S(=O)(=O)c2ccc(Cl)cc2)c(NCCOC)s1 | -12 | 1.2 | -10 | 1.1 | 95 | 0 | -16 | 12 | -4 | 1
COc1ccccc1NC(=O)CCc1c(C)[nH]c(=O)c(C#N)c1C | 5 | 1 | 0 | 1 | 103 | -3 | -4 | -5 | 5 | 1
CCCC(c1nnnn1CCc1ccccc1)N1CCC(C(N)=O)CC1 (stereo not drawn) | -24 | 1.3 | 11 | 0.9 | 108 | -5 | 5 | 24 | 0 | 1
CCOCCOC(=O)c1[nH]c2c(c1C)C(=O)CC(c1ccc(N(C)C)cc1)C2 (stereo not drawn) | -8 | 0.72 | 24 | 0.8 | 95 | -7 | -8 | 8 | -16 | 1.1
COC(=O)c1[nH]c2cc(OC)ccc2c1NC(=O)c1ccc2c(c1)OCO2 | -16 | 1.2 | 16 | 0.8 | 102 | 0 | -5 | 16 | 14 | 1
COc1cc(/C=C/C(=O)NC(C)CCc2ccccc2)cc(OC)c1OC (stereo not drawn) | 3 | 0.95 | -4 | 1 | 99 | -1 | -15 | -3 | 9 | 1
COc1ccc(/C=N/NC(=O)c2cccc([N+](=O)[O-])c2)cc1OC(=O)c1ccc(C)cc1 | -4 | 0.75 | 0 | 1 | 100 | -3 | -1 | 4 | 4 | 1
CCCCNC(=O)c1cc([N+](=O)[O-])[nH]n1 | 2 | 1.1 | -7 | 1.1 | 110 | 2 | 6 | -2 | 1 | 1
CC(=O)c1ccc(N2CCN(S(=O)(=O)c3cccc(S(=O)(=O)N4CCOCC4)c3)CC2)cc1 | -1 | 1 | 7 | 0.9 | 96 | -2 | 8 | 1 | 7 | 1
O=C(NC1CCCCC1)C1CCN(S(=O)(=O)N2CCOCC2)CC1 | 20 | 1 | 4 | 1 | 94 | -7 | 12 | -20 | -4 | 1.1
Cn1c(=O)cc(OCCCC(=O)NCCN2CCN(c3ccccc3F)CC2)c2ccccc21 | 2 | 1.1 | 22 | 0.8 | 100 | -5 | -5 | -2 | 1 | 1
Cc1cccc(NC(=O)CSc2ccc(-c3cccs3)nn2)c1C | -1 | 1.2 | 22 | 0.8 | 113 | -1 | 0 | 1 | -26 | 1
CCN(Cc1nc(-c2cccc(Cl)c2)no1)CC1CCCO1 (stereo not drawn) | 18 | 1.7 | 12 | 0.9 | 99 | -3 | 7 | -18 | 13 | 1
O=C(COc1ccccc1)Nc1nnc(C23CC4CC(CC(C4)C2)C3)s1 | 58 | 1.2 | 4 | 1 | 101 | -14 | -5 | -58 | 13 | 1.1
COc1ccc(NC(=S)Nc2ccccn2)c(OC)c1 | 60 | 2 | 4 | 1 | 136* | 17 | -3 | -60 | 14 | 0.8
COc1ccc(NC(=O)N(CCCN2CCOCC2)Cc2cccnc2)c(OC)c1 | -3 | . | . | . | 98 | . | 13 | 3 | . | .
Cc1cc(C)c(-c2csc(NC(=O)/C=C/c3cccs3)n2)c(C)c1 | -10 | 1.1 | 15 | 0.9 | 91 | -9 | -11 | 10 | -9 | 1.1
COCCNC(=O)CSc1nnc(-c2ccccc2)c(-c2ccccc2)n1 | 5 | 1.4 | 15 | 0.8 | 95 | -1 | 2 | -5 | 16 | 1
COc1ccc(NC(=O)CCCCn2c(=O)[nH]c3ccccc3c2=O)cc1 | -8 | 0.84 | 20 | 0.8 | 88 | -3 | 4 | 8 | 0 | 1
COC(=O)C(C(=O)Nc1ccccc1C)C1CCCCCC1 (stereo not drawn) | 12 | 3.1 | 11 | 0.9 | 91 | -2 | 0 | -12 | 16 | 1
Brc1ccc(-c2csc3ncnc(-n4nnc5ccccc54)c23)cc1 | -8 | 1.4 | 1 | 1 | 100 | 4 | 6 | 8 | 6 | 1
CC(O)(C#CCN1CCCC1)c1ccccc1 (stereo not drawn) | -3 | 1 | 4 | 1 | 102 | -3 | 1 | 3 | 4 | 1
Cc1nc(NCCc2ccccc2F)c(C#N)c(C)c1[N+](=O)[O-] | 5 | 1 | 12 | 0.9 | 92 | -8 | -5 | -5 | -22 | 1.1
CC1=C(C(=O)OCc2ccccc2)C(c2ccc(N(C)C)cc2)NC(=O)N1 (stereo not drawn) | 9 | 1.3 | 22 | 0.8 | 93 | -6 | 5 | -9 | 6 | 1.1
CCSc1c(-c2ccccc2)nc2c(C)cccc2c1C(=O)O | 5 | 1.1 | 5 | 1 | 97 | -4 | -4 | -5 | 9 | 1
OC1(c2cccc(C(F)(F)F)c2)CCN(c2ncnc3c2[nH]c2ccc(F)cc23)CC1 | -15 | 0.33 | 23 | 0.8 | 74 | -2 | 2 | 15 | -9 | 1
CCCCn1c2nc3ccccc3nc2c2c(=O)n(-c3ccccc3)cnc21 | -13 | 1.4 | 15 | 0.9 | 103 | 5 | 1 | 13 | -7 | 0.9
NC(=O)[C@@H]1CCCN1Cc1nc(Cc2ccccc2F)no1 | -17 | 1.3 | 14 | 0.9 | 96 | -6 | 2 | 17 | 14 | 1.1

3 compounds from above, ordered by their value in APP 5'UTR act, ascending.
molecule,APP 5'UTR act
NC(=O)[C@@H]1CCCN1Cc1nc(Cc2ccccc2F)no1,-17
COc1ccc(NC(=O)N(CCCN2CCOCC2)Cc2cccnc2)c(OC)c1,-3
COCCNC(=O)CSc1nnc(-c2ccccc2)c(-c2ccccc2)n1,5

Following part
SMILES | APP 5'UTR act | NF-kB expr up | Diaphorase inh | Diaphorase act | STAT1 activator | FLuc inhib CS | TLR4 MyD88 comp | APP 5UTR inh | G6PDH counter | FLuc act counter
O=C(Cc1ccccc1)O/N=C1\CCCc2ccccc21 | -1 | 1.4 | -3 | 1 | 107 | 24 | 2 | 1 | 6 | 0.8
O=C(c1cccs1)N1CCN(C2CCN(Cc3ccccc3)CC2)CC1 | 3 | 0.95 | 10 | 0.9 | 104 | -4 | 18 | -2 | -2 | 1
COc1ccc(NC(=S)N2CCN(Cc3ccccc3)CC2)cc1 | -5 | 1 | 14 | 0.9 | 103 | 2 | -2 | 5 | 3 | 1
CCOc1cccc(=O)c2c(C)n(CC(=O)c3ccccc3)c(C)c12 | 13 | 0.97 | 26 | 0.7 | 99 | -4 | 8 | -13 | 28 | 1
COC(=O)c1nn2c(C(F)(F)F)cc(-c3ccc(Br)o3)nc2c1Br | 12 | . | 26 | 0.7 | 102 | -7 | -9 | -12 | 6 | 1.1
Cn1nc(-c2ccc(NCCO)c([N+](=O)[O-])c2)c2ccccc2c1=O | -3 | 1.1 | -1 | 1 | 89 | 1 | -8 | 3 | 4 | 1
COc1cccc(OC)c1C(=O)N1CCN=C1SCc1cccnc1 | -2 | 1.4 | 16 | 0.8 | 92 | -2 | 2 | 2 | -2 | 1
